Source: PubChem BioAssay (several laboratories)
NTR1 ag: agonists of NTR1, primary screen, imaging, U2OS cells, beta-arrestin-GFP, high content (AID 493036); P30989; NTR1-U2OS beta-arrestin-GFP spot imaging, agonist mode; activation, % at 20 µM; 330,000 tested, 0.17% active;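 active means activation at or above 40% of the spot to cytoplasm intensity ratio, with at least 20 cells analyzed; inconclusive means wells under 20 cells, flagged as cytotoxic or low count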;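 further: 0% = DMSO without peptide and 100% = 100 nM NTR1 peptide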
Target sequence (P30989 whole entry, looked up): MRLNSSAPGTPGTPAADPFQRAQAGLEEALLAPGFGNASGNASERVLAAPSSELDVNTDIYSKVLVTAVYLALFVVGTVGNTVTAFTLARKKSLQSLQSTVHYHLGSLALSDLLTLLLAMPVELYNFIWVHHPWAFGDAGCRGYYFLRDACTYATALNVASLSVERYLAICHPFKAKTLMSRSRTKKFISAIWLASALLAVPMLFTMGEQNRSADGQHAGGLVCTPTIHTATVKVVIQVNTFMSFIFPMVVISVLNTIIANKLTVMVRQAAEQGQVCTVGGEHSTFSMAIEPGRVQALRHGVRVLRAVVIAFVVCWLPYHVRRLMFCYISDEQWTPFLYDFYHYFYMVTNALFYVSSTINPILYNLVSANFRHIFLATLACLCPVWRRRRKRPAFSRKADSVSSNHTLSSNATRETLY
RSV antiviral HEp-2: RSV antiviral activity via CPE protection, HEp-2 cells, primary 10 µM value included (AID 2391). HEp-2 cells, RSV-induced CPE inhibition; higher % means a stronger effect. one-dose CPE inhibition, % at 10 µM; IC50 in µM for titrated hits. 310,000 tested, 0.13% active; in the data active means a potency from the dose series; inconclusive means CPE inhibition mostly from about 23% at the one dose, without a potency; inactive means the rest, 99 in 100 with CPE inhibition below about 21%; further: strong numbers were not always called active
Dengue-2 NS5 capping: Dengue-2 NS5 methyltransferase inhibitors, primary screen, biochemical, confirmation dose response (AID 588689); 340,000 tested, 0.3% active; inhibition, % at 25 µM, or IC50 in µM where a hit was titrated; Dengue-2 NS5 methyltransferase capping enzyme assay, biochemical; higher % means a stronger effect; in the data active means a potency from the dose series; inconclusive means inhibition above about 29% without an active follow-up result
MgcRacGAP inhibition: MgcRacGAP GTPase-activating activity inhibitors, confirmation, biochemical, ADP Hunter fluorescence. MgcRacGAP-stimulated Rac1 GTP hydrolysis, ADP Hunter fluorescence; higher % means a stronger effect; GST-tagged Rac1 F28L mutant substrate. inhibition, % at 30 µM, or IC50 in µM where a hit was titrated. 340,000 tested, 0.6% active. AID 624330;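 active means first-screen hits whose inhibition reached a set limit at any dose in the follow-up dose series; inconclusive means inhibition above the set first-screen limit but never retested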;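 further: fluorescence reports GDP produced by GAP-driven GTP hydrolysis; strong numbers were not always called active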
Salmonella PhoP GFP: PhoP-dependent GFP reporter repression – Salmonella Typhimurium, primary screen (AID 1863); 300,000 tested, 0.16% active; inhibition, % at 50 µM; hits with a dose series show IC50 in µM; S. Typhimurium PhoP-regulated promoter GFP reporter, 4 h; higher % means a stronger effect;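 active means inhibition over 29.93%, a cutoff 3 SD above the screen mean, later confirmed by dose response; inconclusive means inhibition over 29.93% but no dose response follow-up; inactive means inhibition at most 29.93% or unconfirmed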;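 further: 0% = low Mg2+ inducing control and 100% = high Mg2+ repressing control; strong numbers were not always called active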
West Nile virus CPE: inhibition of WNV-induced cytopathic effect – cell-based, CPE readout (AID 1621) | West Nile virus-infected cells, CPE inhibition; higher % means a stronger effect | CPE inhibition, % at 10 µM, or IC50 in µM where a hit was titrated | 290,000 tested, 0.02% active; in the data active means a potency from the dose series; inconclusive means CPE inhibition mostly from about 3.7% at the one dose, without a potency; inactive means the rest, 99 in 100 with CPE inhibition below about 2.2%; further: strong numbers were not always called active
UTI89 phage lysis: inhibition of K1F phage lysis, E. coli UTI89, bacterial capsule biogenesis inhibitors, alamar blue (AID 488966); 340,000 tested, 0.02% active; E. coli UTI89 K1F phage lysis, alamar blue, 2 h; higher % means a stronger effect; inhibition, % at 100 µM, or IC50 in µM where a hit was titrated;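 active means phage lysis inhibition, versus mean bacterial control, above a set limit; inconclusive means no clear call, values can overlap the other calls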;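 further: capsule biogenesis inhibitors block K1F phage lysis so surviving cells raise fluorescence; higher fluorescence means more inhibition of phage lysis; actives were called in the ten point dose series up to 300 µM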
SV40 large T antigen: SV40 large T antigen inhibitors, biochemical (AID 1903) | SV40 large T antigen ATPase/helicase inhibition assay; higher % means a stronger effect | inhibition, % at 20 µM; hits with a dose series show IC50 in µM | 310,000 tested, 0.39% active; in the data active means a potency from the dose series; inconclusive means inhibition mostly from about 32% at the one dose, without a potency; inactive means the rest, 99 in 100 with inhibition below about 32%; further: strong numbers were not always called active
T cell HTS: modulates CD8 T cell binding to vesicles; 2C CD8+ T cell-vesicle binding, flow cytometry; stronger effect = lower value; calls only at 7 µM; 330,000 tested, 0.068% active;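 active means response, share of CD8 T cells binding vesicles, and their 90th percentile fluorescence all below set limits, cut at about 80% in these data, passing the limit was not always enough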
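Benchmarks: naked versus QL9-loaded vesicles / Assay system: purified 2C TCR transgenic mouse naive CD8+ T cells / Technique: high-throughput flow cytometry with anti-B7-1 and anti-CD8 staining / Timing: Cell–vesicle co-incubation 1.5 h at 37 °C, staining 20 min on ice / Read-out: percent CD8+ FL2 mean versus row control / Probe or stimulus: QL9-loaded Drosophila micro-vesicles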
T cell HTS vesicle-bound %: second read-out of T cell HTS, no call of its own (marks repeat the call); double positive events, %; measured here: CD8+ vesicle-bound cell fraction;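 binding gate set so that unloaded-vesicle control wells show 10% double positive cells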
NTR1 ag cell count 20 µM: second read-out of NTR1 ag, no call of its own (marks repeat the call); cell count; measured here: cell count, cytotoxicity flag
Dengue-2 NS5 capping pilot replicate: recorded beside Dengue-2 NS5 capping, whose call it bears; inhibition, %; measured here: pilot screen replicate inhibition
Active calls of the source: *; i = inactive; u = inconclusive; x = no result given; [ ] = another dose, or the depositor's remark.

SMILES	NTR1 ag	NTR1 ag cell count 20 µM	RSV antiviral HEp-2	Dengue-2 NS5 capping	MgcRacGAP inhibition	Salmonella PhoP GFP	West Nile virus CPE	UTI89 phage lysis	SV40 large T antigen	T cell HTS	T cell HTS vesicle-bound %	others
COC(=O)c1sc(NC(=O)c2ccco2)nc1C	0.1	32	-0.4%	-1%	11%	-2%	-0.1%	2.2%	0%	i	19
O=C(NCCc1csc(-c2cccnc2)n1)c1cccc2ccccc12	-0.8	99	0.5%	-1%	-3%	-14%	0.4%	0.3%	3%	i	51
COc1ccc(NC(=O)COc2ccc(N(C)S(=O)(=O)c3ccc(Cl)cc3)cc2)cc1OC	0.8	54	-0.7%	-3%	8%	11%	x	-1.2%	8%	i	28
COc1cc2c(cc1OC)C(c1ccccc1)=NCC2	-1.8	50	0.2%	-4%	3%	2%	-0.1%	0.4%[50 µM]	8%	i	24
O=C(COc1ccccc1C(=O)Nc1ccccc1)c1ccc(F)cc1	9.1	51	2.9%	0%	6%	0%	-0.8%	0.4%	2%	i	37
O=C1N[C@@H](Cc2ccccc2)C(=O)N2CCC[C@@H]12	-0.8	54	0.0%	-3%	7%	-5%	-0.2%	0.1%	12%	i	59	Dengue-2 NS5 capping pilot replicate=-4.2
O=C(NNC(=O)c1cc(-c2ccncc2)nc2ccccc12)c1cccc(Cl)c1	3.5	66	1.1%	-3%	11%	11%	x	0.6%[50 µM]	11%	i	52
COc1ccc([N+](=O)[O-])cc1NCC(=O)Nc1cccc(S(=O)(=O)N2CCCC2)c1	1.2	63	x	-1%	5%	x	x	2.2%[50 µM]	x	x	x
Cc1c(OC(C)C(=O)NCCCN2CCCC2=O)ccc2c3c(c(=O)oc12)CCCC3 (centres undefined)	-0.3	62	1.0%	-5%	-8%	-3%	0.0%	-0.5%	18%	i	29
Cc1occc1C(=O)Nc1c(F)cc(F)cc1Br	0.2	56	-0.1%	5%	4%	-2%	-0.5%	2.5%	2%	i	35
NC(=NCCc1c[nH]c2ccccc12)NS(=O)(=O)c1ccc(F)cc1	-1.7	54	8.0%	-7%	-8%	9%	-1.9%	0.5%	-1%	i	30
COc1ccc(-n2c(CCc3ccccc3)nnc2SCC(=O)c2ccc(Cl)cc2)cc1	13	77	6.3%	-3%	7%	7%	-1.0%	2.2%[50 µM]	18%	i	45
O=C(O)c1ccccc1-c1ccccc1C(=O)Nc1cccc(Br)c1	0.0	73	-1.4%	1%	11%	2%	1.9%	0.5%[50 µM]	11%	i	56
NNC(=O)Cn1nc(-c2ccccc2)c2ccccc2c1=O	4.3	42	0.3%	-3%	5%	-8%	-0.3%	-0.2%[50 µM]	3%	i	15
Cc1cc(NC(=O)CSCC(=O)OCc2nnc(-c3ccc(F)cc3)o2)no1	2.8	19	x	-10%	7%	x	x	0.6%[50 µM]	x	i	51
Cc1sc(NC(=O)c2ccco2)c(CN2CCCCC2)c1C	-2.5	69	1.4%	-5%	9%	-10%	-0.7%	0.0%	10%	i	28
O=C(NNC(=O)c1cc(O)c(O)c(O)c1)NC1CCCCC1	2.5	38	1.4%	-5%	-52%	12%	0.0%	0.9%	8%	i	25
Cc1ccc(/C=N\NC(=O)CNC(=O)C23CC4CC(CC(C4)C2)C3)o1	-0.4	65	0.5%	-1%	4%	-7%	0.3%	-0.1%	15%	i	8
CC(=O)c1cc(C#N)c(N2CCCC2)nc1C	0.1	52	3.4%	-11%	-2%	-9%	-0.6%	0.5%	7%	i	23
O=C(O)c1ccc(-n2ncc3c2/C(=C/c2cccc([N+](=O)[O-])c2)CC3)cc1	-1.4	71	u	3%	6%	-8%	-0.2%	-0.1%	27%	i	37
CC(NC(=S)NC(=O)c1cccs1)c1ccccc1 (centres undefined)	2.4	61	x	2%	3%	x	x	-0.3%	x	i	51
CCC(=O)NC1CC2CCCC(C1)N2Cc1ccc(C)cc1 (centres undefined)	0.3	66	1.9%	-5%	4%	-3%	0.8%	0.1%	5%	i	42	Dengue-2 NS5 capping pilot replicate=-3.6
Cc1cc(NC(=O)CSc2nnc(C)c(=O)n2N)no1	0.9	54	2.0%	-5%	1%	-1%	0.0%	0.1%	24%	i	30
O=C(Cc1ccccc1)Nc1c(C(=O)N2CCOCC2)cnn1-c1ccccc1	-0.5	60	-0.2%	1%	-4%	0%	-0.2%	-2.7%	3%	i	28
Clc1ccc(-c2nnc(-c3ccc(Br)o3)o2)c(Cl)c1	2.7	63	3.6%	-5%	-9%	5%	-0.2%	-0.1%	5%	i	35
COc1ccc(-n2c(SCC(=O)N3CCOCC3)nc3ccccc3c2=O)cc1	2.0	56	0.5%	-3%	8%	0%	-0.8%	-0.1%	9%	i	16
CCOc1ccc(NC(=O)COc2ccc(S(=O)(=O)N3CCCC3)cc2)cc1	-1.8	54	9.8%	-3%	7%	11%	0.0%	0.4%	9%	i	47
COCCNC(=O)/C(C#N)=C/c1c(N2CCN(c3ccccc3)CC2)nc2ccccn2c1=O	-2.0	91	1.9%	-1%	9%	5%	-0.5%	-0.1%	12%	i	50
CCn1c(CNc2cccc(Cl)c2)nnc1SCc1ccccc1	1.0	39	1.0%	-1%	6%	25%	-0.8%	-1.0%	-11%	i	33
COc1ccc(C(=O)NCc2ccc(Cl)c(Cl)c2)cc1OC	3.8	43	1.2%	1%	-3%	1%	-1.2%	3.6%	9%	i	38
COc1ccc(/C=C2/N=C(c3cccs3)OC2=O)cc1OC(C)C	2.4	56	0.3%	u	-6%	1%	0.2%	-0.3%	3%	i	43
c1ccc(COc2ccc(-c3sc(Nc4ccccc4)n[n+]3-c3ccccc3)cc2)cc1	5.4	57	-0.7%	x	x	x	-0.6%	x	9%	i	11
Cc1ccc(N(CC(=O)NC2CCC(C)CC2)S(=O)(=O)c2cccnc2)cc1 (centres undefined)	-4.4	53	-1.3%	-1%	1%	7%	0.0%	8.0%	-1%	i	31
COc1ccccc1NC(=O)c1ccc[n+]([O-])c1	-0.7	94	1.8%	7%	4%	2%	-0.3%	-0.1%[50 µM]	3%	i	11
COc1ccc(CCNC(=O)C2CC(=O)N(CCc3ccc(C)cc3)C2)cc1OC (centres undefined)	0.0	59	1.7%	-5%	-3%	-2%	-0.1%	-0.2%	9%	i	37
Cc1cccc(C(=O)N[C@H](C(=O)Nc2ccc(C)c(S(=O)(=O)N3CCOCC3)c2)C(C)C)c1	5.9	58	x	-8%	-1%	x	x	-1.4%	x	i	9
O=C(NCc1ccccn1)C1CCCN(S(=O)(=O)c2ccc(Br)cc2)C1 (centres undefined)	-0.7	51	0.1%	-1%	3%	16%	-0.4%	0.7%	-7%	i	57
COc1ccc(C(=O)/C=C/C(=O)N(CC(=O)NCCC(C)C)Cc2cccs2)c(O)c1	x	x	x	-4%	-6%	-2%	-1.4%	-0.7%	3%	x	x
CC1CCN(C(=O)C2CCN(S(=O)(=O)c3cccs3)CC2)CC1	0.8	40	0.3%	-2%	6%	-9%	0.1%	0.5%	8%	i	35
CC(NC(=O)c1ccc(F)cc1F)C1CC2CCC1C2 (centres undefined)	-2.9	53	0.0%	-7%	-1%	0%	-0.1%	0.1%	-7%	i	40
COc1ccccc1N1CCN(/N=C/c2ccccc2C(=O)O)CC1	-0.2	68	1.1%	4%	8%	-7%	0.2%	0.1%	1%	i	13
CCOC(=O)CN1C(=O)S/C(=C/c2ccco2)C1=O	0.9	59	1.1%	-18%	16%	2%	-0.1%	0.6%	7%	i	53
C=CCOc1ccc(Br)cc1CNC(C)(C)C	-0.6	55	0.9%	-10%	6%	-3%	-1.0%	0.1%	7%	i	55
Cc1ccc(SCCC(=O)Nc2nccs2)cc1	-0.9	47	-0.2%	5%	9%	-1%	-0.8%	-0.1%	17%	i	34
NC(=O)CN1C(=O)C(=O)N(Cc2ccc(F)cc2)C1=O	-2.1	79	-0.2%	0%	3%	1%	0.4%	0.1%	20%	i	50
COc1cc(CC(=O)NC(c2ccccc2)c2ccccc2)cc(OC)c1OC	1.2	49	2.1%	3%	7%	5%	-0.9%	-0.3%	0%	i	20
CCN(C(=O)COC(=O)c1ccco1)c1c(N)n(Cc2ccccc2)c(=O)[nH]c1=O	0.7	81	-2.6%	-4%	9%	-6%	x	0.6%[50 µM]	12%	i	21
O=C(NCC1(N2CCCCC2)CCCCC1)c1ccc(NS(=O)(=O)c2ccccc2)cc1	-0.9	67	-2.2%	-4%	1%	0%	x	0.9%[50 µM]	19%	i	30
O=Cc1cn(-c2ccccc2)nc1-c1ccccc1	3.7	62	5.3%	4%	9%	1%	-0.4%	0.1%	3%	i	39
CC(=O)Cn1c(CN2CCCCC2)nc2ccccc2c1=O	-0.7	37	2.6%	-4%	8%	-1%	-0.8%	0.1%	11%	i	42
Continuation:
SMILES	NTR1 ag	NTR1 ag cell count 20 µM	RSV antiviral HEp-2	Dengue-2 NS5 capping	MgcRacGAP inhibition	Salmonella PhoP GFP	West Nile virus CPE	UTI89 phage lysis	SV40 large T antigen	T cell HTS	T cell HTS vesicle-bound %	others
CCc1nnc(NS(=O)(=O)c2ccc(NCc3cc(Br)ccc3O)cc2)s1	1.5	50	0.1%	19%	11%	8%	0.5%	-1.7%[50 µM]	5%	i	28
Cc1ccc(-n2c(SCC(=O)N3CCOCC3)nc(O)cc2=O)cc1	0.4	61	1.7%	-5%	8%	0%	0.2%	1.1%[50 µM]	10%	i	61
Cc1nc2sc(C(c3ccco3)N3CCN(c4cccc(Cl)c4)CC3)c(O)n2n1 (centres undefined)	3.7	46	0.7%	-8%	7%	6%	-0.7%	-0.2%	18%	i	29
COC(=O)c1cc(NC(=O)CC2SC(=Nc3ccccc3)N(CCc3c[nH]c4ccccc34)C2=O)cc(C(=O)OC)c1 (centres undefined)	6.0	86	42µM*	-5%	5%	17%	0.4%	0.3%	-4%	i	47
COc1ccc(C(=O)Nc2c(N)nc(SCC(=O)N3CCCCCC3)[nH]c2=O)cc1OC	-0.4	54	3.3%	-3%	0%	7%	-0.1%	2.5%	7%	i	36
Cc1noc(C)c1COC(=O)CCc1nc2ccccc2s1	0.2	82	0.6%	2%	1%	-1%	0.7%	1.0%	7%	i	22

Random draw from the library. Share with any hit: about 1.5%.
